USP2a inh: blocks human ubiquitin-specific protease USP2a; AID 927; Potency, µM (top dose mostly 38.3 µM), without a hit: top-dose activity change, negative = inhibition, usual class: inhibitors; USP2a enzymatic assay, qHTS inhibition; actives 0.1% (n = 60,000);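 further: potency means the concentration at half of the fitted maximal effect; nearly all actives have a fitted effect of over 60% in size; plate controls were DMSO for no effect and NEM full inhibition control for full effect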
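USP2 core (20nM final) preincubated 30 min RT with compound, then Ub-PLA2 20nM and NBD C6-HPC 20uM final added; buffer 20mM Tris-HCl pH 8.0, 2mM CaCl2. Fluorescence Ex 460/Em 535 read at 0 and 2.5 h; normalized to NEM.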
HEK293 cAMP cs: raises cAMP in parental HEK293 cells, TSHR agonist counter-screen | actives 2.5% (n = 73,000) | parental HEK293 CNG cAMP sensor, membrane potential fluorescence | Potency, µM (titrated, usually from 57.1 µM), for the others: top-dose activation, actives largely listed as activators | AID 938; further: potency means the concentration at half of the fitted maximal effect; % of control where 0% means no effect; nearly all actives have a fitted effect of over 55% in size
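Parental HEK 293 cells stably expressing a modified CNG channel (no TSHR) report cAMP rise as membrane depolarization. Membrane potential dye with 100 uM RO 20-1724 was loaded for 60 min at room temperature, then compound added for 30 min; fluorescence read at 590 nm.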
Casp7 inh: allosteric or competitive inhibitors of human caspase-7. recombinant caspase-7, Ac-DEVD-AFC fluorescence rate. Potency, µM (titrated, usually from 57.5 µM), inactives show at the highest dose activity change, negative = inhibition, actives largely listed as inhibitors. actives 0.02% (n = 75,000). AID 889; active means well fitted inhibition curve with a large enough effect in the main read-out, with a control signal flat, not every such curve was filed as active; inconclusive means small, poorly fitted or top-dose-only effect, or a change in a side signal; further: potency means the concentration at half of the fitted maximal effect; % of control where 0% means no effect
BRCT inh green: inhibitors of human BRCA1 BRCT-phosphoprotein interaction (green fluorophore); BRCA1 BRCT-phosphopeptide binding, green fluorescence polarization; Potency, µM (titrated, usually from 76.9 µM), inactives show at the highest dose activity change, negative = inhibition, most hits filed as inhibitors; actives 0.05% (n = 75,000); AID 875;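 further: potency means the concentration at half of the fitted maximal effect; plate controls were peptide without protein for full effect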
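Compounds were incubated for 12 min at room temperature with a complex of 100 nM fluorescein-tagged pBACH1 decapeptide and 250 nM His-tagged BRCT protein. Buffer was phosphate pH 7.3 with EDTA, DTT and Tween 20. Disruption of binding lowers the polarization signal.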
BRCT inh red: inhibitors of human BRCA1 BRCT-phosphoprotein interaction (red fluorophore); P38398; BRCT-phosphopeptide binding, red fluorescence polarization; Potency, µM (highest dose often 76.9 µM), for the others: top-dose activity change, negative = inhibition, actives largely listed as inhibitors; actives 0.03% (n = 75,000); AID 892; further: on the % scale 0 is the no-effect control and ±100 the full control effect
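Fluorescence polarization: 100 nM His-tagged BRCA1 BRCT with 100 nM TAMRA-labelled phospho-BACH1 decapeptide, phosphate buffer pH 7.3 with 150 mM NaCl, DTT, 0.01% Tween 20; 12 min RT. Binding inhibition seen as FP decrease.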
Pol III holo inh: inhibitors of bacterial DNA polymerase III holoenzyme; reconstituted DNA polymerase III holoenzyme replication, biochemical; Potency, µM (doses to about 57.1 µM), for the others: at the highest dose activity change, negative = inhibition; actives 0.25% (n = 71,000); AID 603; further: potency means the concentration at half of the fitted maximal effect; on the % scale 0 is the no-effect control and ±100 the full control effect
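Reconstituted *E. coli* holoenzyme (0.35 nM Pol III, 1 nM beta, 154 nM SSB, 2 nM primase) was preincubated with compound for 15 min at RT. Synthesis on 1.4 nM ssM13Gori ran 35 min, then was stopped with PicoGreen/EDTA and read as dsDNA fluorescence.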
Tau fil binding: tau filament binding; P10636; actives 2% (n = 71,000); Potency, µM (top dose mostly 57.1 µM), without a hit: top-dose activity change, negative = inhibition; recombinant tau filaments, thioflavin S fluorescence, 15 h; filaments grown with octadecylsulfate alongside compound;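 further: potency means the concentration at half of the fitted maximal effect; on the % scale 0 is the no-effect control and ±100 the full control effect; actives lower thioflavin S fluorescence by blocking filaments or displacing dye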
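ThS-based fibril read: tau 1 uM final, inducer ODS 30 uM final, 37 C for 15 h, ex 450/em 510 nm.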
Rhodamine fluor: compound autofluorescence in rhodamine spectral region; Rhodamine-region fluorescence, 547/598 nm, Tris buffer; stronger effect = higher value; max dye-equivalent concentration, M; actives 0.05% (n = 59,000); AID 594; in the data active means max dye-equivalent concentration above about 11 nM; inconclusive means between about 1.1 nM and that limit
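Intensities are converted to rhodamine-equivalent concentration using a six-point rhodamine standard on each plate. Compounds sit 15 min at room temperature in 100 mM Tris buffer, pH 8.0; read uses the 547/598 nm excitation/emission pair.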
HADH2 inhib: inhibitors of human HADH2 dehydrogenase. actives 3.4% (n = 73,000). recombinant HADH2, NADH fluorescence, beta-hydroxybutyryl-CoA. Potency, µM (doses to about 57.1 µM), inactives show top-dose activity change, negative = inhibition, most hits filed as inhibitors. Q99714; further: potency means the concentration at half of the fitted maximal effect; on the % scale 0 is the no-effect control and ±100 the full control effect; nearly all actives have a fitted effect of over 60% in size; many of its hits are not listed in these tables
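Read-out: 360 nm excitation, 450 nm emission, kinetic over 4 min. Conditions: His-tagged human HADH2 20 nM, pH 9.0 Tris with Tween-20, 1 mM NAD+, 90 uM beta-hydroxybutyryl-CoA.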
15-hLO inh: blocks human 15-lipoxygenase activity | Potency, µM (series often up to 57.1 µM), inactives show at the top dose activity change, negative = inhibition, actives largely listed as inhibitors | P16050 | purified 15hLO-1, xylenol orange hydroperoxide absorbance | actives 1.4% (n = 74,000); further: potency means the concentration at half of the fitted maximal effect; on the % scale 0 is the no-effect control and ±100 the full control effect; nearly all actives have a fitted effect of over 55% in size
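Purified human 15hLO-1 (40 nM) in 25 mM Hepes pH 7.5, 0.01% Triton X-100, preincubated 15 min RT with compound, then 50 uM arachidonic acid for 6 min. Hydroperoxide read by ferrous/xylenol orange, 30 min; 573/405 nm absorbance ratio gave progress.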
Caspase-1 inhib: allosteric or competitive inhibitors of human caspase-1; P29466; Caspase-1 enzyme, Ac-WEHD-AFC fluorogenic rate; Potency, µM (top dose mostly 57.5 µM), without a hit: at the highest dose activity change, negative = inhibition, usual class: inhibitors; actives 0.03% (n = 75,000);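 further: potency means the concentration at half of the fitted maximal effect; plate controls were vehicle for no effect and no substrate for full effect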
Active calls of the source: *; i = inactive; ? = inconclusive; . = no result given; [ ] = remark or other dose. Unless noted, the call rests on the fitted dose curve; in most records, active means well fitted curve in the direction sought with a large enough effect; inconclusive means small, poorly fitted or top-dose-only effect, or another doubt; inactive means no such curve, though single readings can be large; an effect the other way counts as inactive or inconclusive. Only part of the results is shown; count on the stated rates, not on these rows.

Each structure is followed by: USP2a inh | HEK293 cAMP cs | Casp7 inh | BRCT inh green | BRCT inh red | Pol III holo inh | Tau fil binding | Rhodamine fluor | HADH2 inhib | 15-hLO inh | Caspase-1 inhib
- N[C@@H](Cc1ncccn1)C(=O)O
  . | 14%[11.4 µM] | 4%[11.5 µM] | 1.9%[15.4 µM] | -6.3%[15.4 µM] | 4%[11.4 µM] | 5%[11.4 µM] | i | 11%[11.4 µM] | -3%[11.4 µM] | 1%[11.5 µM]
- C[C@@H]1CC[C@H]2[C@H](C)[C@H]3[C@H](C[C@H]4[C@@H]5CC=C6C[C@@H](O)CC[C@@]6(C)[C@@H]5C[C@@H](O)[C@]34C)N2C1
  . | 27%[11.4 µM] | 0%[11.5 µM] | 0.8%[15.4 µM] | 0.9%[15.4 µM] | -5%[11.4 µM] | 5%[11.4 µM] | i | -9%[11.4 µM] | -5%[11.4 µM] | -3%[11.5 µM]
- CC(=O)N(Cc1ccc2c(c1)OCO2)C1CC(=O)N(CCc2ccccc2)C1=O (stereo not drawn)
  8% | 2% | -2% | -2.9% | 1.3% | -2% | 0% | . | 3% | 12% | -2%
- CN1CCN(S(=O)(=O)c2ccc(NC(=O)c3ccc(F)cc3)cc2)CC1
  4% | 7% | 0% | -2.3% | -1.7% | -5% | -4% | i | 0% | -1% | 0%
- C=CCOc1ccc(/C(O)=C2\C(=O)C(=O)N(CCCOC)C2c2ccc(O)c(OC)c2)cc1 (stereo not drawn)
  16% | 8% | 0% | 1.0% | -1.7% | -7% | 0% | i | ? | 12% | -3%
- Cc1cnc(C(=O)Nc2cccc3cccnc23)cn1
  5% | 10% | 1% | -1.4% | -0.4% | -1% | -11% | i | 10% | 6% | 4%
- Cc1nc2ccccc2nc1N1CCCC1
  . | 1%[11.4 µM] | 0%[11.5 µM] | 0.9%[15.4 µM] | -1.2%[15.4 µM] | -1%[11.4 µM] | -1%[11.4 µM] | i | 13%[11.4 µM] | -3%[11.4 µM] | -3%[11.5 µM]
- O=c1cc(NCc2ccco2)[nH]c(=O)n1-c1ccc(Br)cc1
  8% | 18% | -9% | 1.5% | 0.2% | 1% | 1% | i | -1% | 3% | -3%
- COc1ccccc1N1CCN(C(=O)CCCn2c(=O)[nH]c3ccsc3c2=O)CC1
  . | -10% | -1% | -0.8% | 1.4% | -7% | 1% | . | 0% | -6% | -1%
- CSC1=NCCN1C(=O)c1ccc(S(=O)(=O)N2CCCC2)cc1
  . | -5% | -1% | 0.5% | 0.3% | -8% | 0% | . | 5% | 1% | -2%
- CC(=O)Oc1cccc(/C=c2\sc3nc(-c4ccco4)nn3c2=O)c1
  21% | 29% | -1% | 1.3% | -0.1% | -4% | 6% | i | -18% | -3% | 0%
- O=C(O)c1ccccc1C(=O)NCc1ccccc1
  0% | 5% | -9% | -1.9% | -1.2% | 0% | -3% | . | 1% | -3% | -17%
- CC1=C(C(=O)OC(C)C)C(c2ccccn2)n2ncnc2N1 (stereo not drawn)
  . | 1% | -1% | -0.9% | 1.2% | -3% | -3% | . | 1% | 2% | 1%
- COc1cc(OC)cc(C(=O)N2CCN(c3ncccn3)CC2)c1
  -3% | 3% | -1% | -4.6% | -1.7% | 2% | -9% | i | 0% | -4% | -2%
- CCC(C)(C)NC(=O)CN(C(=O)c1snc(C(N)=O)c1N)c1ccc2c(c1)OCO2
  25% | ? | 0% | -0.3% | -0.7% | -7% | -6% | i | 9% | -6% | 0%
- CC1N(C)c2cc(NC(=O)c3ccco3)ccc2C1(C)C (stereo not drawn)
  -2% | 15% | -2% | 0.1% | 34%[activator] | -3% | 20µM* | ? | 11% | -15% | -1%
- CSc1nc2sc3c(c2c(=O)n1C)CCCC3
  . | 3% | 0% | -0.7% | 0.6% | 1% | 22% | . | 8% | -8% | -5%
- O=C(c1cccc(F)c1)N1CCC2(CCN(Cc3cc(C(F)(F)F)cc(C(F)(F)F)c3)CC2)CC1
  6% | 4% | -3% | 0.2% | -3.7% | -4% | -9% | i | 4% | -8% | -2%
- COc1ccc(Br)cc1C(=O)O
  -1% | -10% | 0% | -0.5% | -0.2% | -9% | 13% | i | 5% | -3% | -2%
- O=C(c1csnn1)N1CCC2(CCN(Cc3nccs3)CC2)CC1
  13% | ? | -2% | -1.2% | -3.0% | -13% | -3% | i | 5% | -2% | -2%

Next section.
| mol | USP2a inh | HEK293 cAMP cs | Casp7 inh | BRCT inh green | BRCT inh red | Pol III holo inh | Tau fil binding | Rhodamine fluor | HADH2 inhib | 15-hLO inh | Caspase-1 inhib |
| --- | --- | --- | --- | --- | --- | --- | --- | --- | --- | --- | --- |
| N#CCSc1nc(Nc2ccc3c(c2)OCO3)c2ccccc2n1 | 5% | 2% | -21% | 2.3% | -1.5% | -3% | 8% | i | 37%[activator] | ? | ? |
| CC/C(CC(C)(C)c1ccccc1)=N\O | 7% | 27% | -3% | 0.0% | 0.4% | 3% | -3% | . | -8% | 6% | 2% |
| N#CC(C(=O)NC1CCCCC1)c1nc2ccccc2nc1N1CCN(c2ccc(F)cc2)CC1 (stereo not drawn) | 2% | 5% | -8% | 0.9% | 0.0% | 5% | 384% | i | 18% | 11% | -1% |
| Cc1c(Cl)cccc1N1CC(C(=O)Nc2nccs2)CC1=O (stereo not drawn) | 5% | -6% | -1% | -0.1% | -1.8% | -9% | 0% | . | -11% | -5% | 0% |
| CCCc1cc(=O)n2[nH]c(NCc3c(Cl)cccc3Cl)nc2n1 | 4% | -1% | 1% | -1.2% | -0.3% | -1% | -3% | i | 2% | 4% | -2% |
| CC1(C)NC(C)(C)c2nonc2/C1=N\O | -3% | 2% | -1% | -0.6% | -0.8% | -4% | -1% | . | 5% | 7% | 0% |
| CCOC(=O)C1CCN(S(=O)(=O)c2cc(Cl)c(C)cc2OC)CC1 | 8% | ? | -1% | -1.1% | -0.6% | 4% | -11% | i | 0% | 2% | -2% |
| COc1cccc(C2C(C(=O)c3sc(C)nc3C)=C(O)C(=O)N2CCN2CCOCC2)c1 (stereo not drawn) | -1% | 8% | -2% | -0.2% | -1.3% | -5% | 0% | i | 15% | 5% | -2% |
| Cc1ccccc1-n1c(SCc2cc(=O)n3ccccc3n2)nc2[nH]ncc2c1=O | 26% | 11% | -1% | 12% | 11% | -5% | 6% | i | -15% | -1% | -3% |
| CC(=O)N[C@@H](CS)C(=O)O | 5% | . | 1% | -1.7% | -1.8% | . | . | i | 10% | 52%[activator] | -7% |
| Cc1ccc(N2CC(C(=O)Nc3ccccn3)CC2=O)cc1 (stereo not drawn) | 0% | -12% | 0% | -1.7% | -0.8% | 9% | -6% | i | 7% | 4% | 1% |
| CCN1C(=O)C2(C(C#N)=C(N)Oc3cc(C)oc(=O)c32)c2ccccc21 (stereo not drawn) | 0% | 15% | 3% | -0.8% | 0.0% | 4% | -9% | i | 2% | 11% | -2% |
| O=C(c1cnn2c(C(F)F)cc(-c3ccccc3)nc12)N1CCOCC1 | 6% | ? | -5% | -0.4% | -0.3% | 1% | -14% | i | 12% | 4% | 1% |
| C=CCn1c(COc2ccc(Cl)cc2)nnc1SCC(=O)N1CC(=O)Nc2ccccc21 | 31%[activator] | 9% | -18% | -1.4% | -0.4% | 2% | 7% | i | 3% | 2% | -3% |
| CCN(CC)S(=O)(=O)c1ccc(NC(=O)Cn2cnc3ccccc3c2=O)cc1 | 9% | 20% | -2% | -1.6% | 1.3% | -1% | 3% | i | 6% | 20% | -1% |

Reprinted from above for reference:
| mol | USP2a inh | HEK293 cAMP cs | Casp7 inh | BRCT inh green | BRCT inh red | Pol III holo inh | Tau fil binding | Rhodamine fluor | HADH2 inhib | 15-hLO inh | Caspase-1 inhib |
| --- | --- | --- | --- | --- | --- | --- | --- | --- | --- | --- | --- |
| O=C(c1cnn2c(C(F)F)cc(-c3ccccc3)nc12)N1CCOCC1 | 6% | ? | -5% | -0.4% | -0.3% | 1% | -14% | i | 12% | 4% | 1% |
| C=CCn1c(COc2ccc(Cl)cc2)nnc1SCC(=O)N1CC(=O)Nc2ccccc21 | 31%[activator] | 9% | -18% | -1.4% | -0.4% | 2% | 7% | i | 3% | 2% | -3% |
| CCN(CC)S(=O)(=O)c1ccc(NC(=O)Cn2cnc3ccccc3c2=O)cc1 | 9% | 20% | -2% | -1.6% | 1.3% | -1% | 3% | i | 6% | 20% | -1% |

Compound activity deposited in PubChem by National Center for Advancing Translational Sciences (NCATS).
